tuberculosis growth: growth inhibition of non-replicating M. tuberculosis (AID 488890) | Mycobacterium tuberculosis non-replicating, growth inhibition; higher % means a stronger effect | one-dose inhibition, % at 25 µM; IC50 in µM for titrated hits | 320,000 compounds, 0.39% hits; in the data active = a potency from the dose series; inconclusive = inhibition mostly from about 82% at the one dose, without a potency; inactive = the rest, 99 in 100 with inhibition below about 76%;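 also: plate controls were DMSO cells for no effect and high antibiotic wells for full effect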
PhoP GFP inhibition: Inhibition of PhoP regulon, Salmonella typhi GFP reporter cells, confirmation, 4 h (AID 1850). Salmonella Typhi PhoP-promoter GFP reporter, fluorescence, 4 h; higher % means a stronger effect. inhibition, % at 50 µM; hits with a dose series show IC50 in µM. 310,000 compounds, 0.33% hits; in the data active = a potency from the dose series; inconclusive = inhibition mostly from about 25% at the one dose, without a potency; inactive = the rest, 99 in 100 with inhibition below about 19%;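 also: 0% = induced wells with vehicle and 100% = uninduced wells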
inhibitors of VEEV: inhibitors of VEEV TC-83 cytopathic effect, confirmation, Vero cells (AID 588727); inhibition, % at 20 µM; hits with a dose series show IC50 in µM; Vero cells, VEEV TC-83 cytopathic effect inhibition; higher % means a stronger effect; 350,000 compounds, 0.13% hits; in the data active = a potency from the dose series; inconclusive = inhibition mostly from about 14% at the one dose, without a potency; inactive = the rest, 99 in 100 with inhibition below about 12%; also: strong numbers were not always called active
M. tuberculosis HTS: M. tuberculosis growth inhibition, HTS (AID 449762); M. tuberculosis H37Rv growth inhibition, 7H9 media; higher % means a stronger effect; inhibition, % at 25 µM; hits with a dose series show IC50 in µM; 330,000 compounds, 0.59% hits; in the data active = a potency from the dose series; inconclusive = inhibition above about 70% without an active follow-up result;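 also: bacterial growth assessed after seven days of incubation; strong numbers were not always called active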
H1N1 NS1A inhibition: NS1A inhibition, H1N1 influenza, cell based functional assay (AID 504329); one-dose inhibition, % at 12.5 µM; IC50 in µM for titrated hits; NS1A functional cell-based assay, percent inhibition; higher % means a stronger effect; 340,000 compounds, 0.3% hits; in the data active = a potency from the dose series; inconclusive = inhibition above about 27% without an active follow-up result; also: strong numbers were not always called active
inhibitors of VEEV 10K pilot screen: recorded beside inhibitors of VEEV, whose call it bears; inhibition, %; measured here: 10K pilot screen inhibition
Active calls of the source: *; i = inactive; ? = inconclusive; / = not tested or not shown. Not a hit list; any-hit rate near 1.4%.

SMILES	tuberculosis growth	PhoP GFP inhibition	inhibitors of VEEV	M. tuberculosis HTS	H1N1 NS1A inhibition	others
O=C(NC1CCCCC1)C(c1ccccc1)N(C(=O)c1csnn1)C1CC1 (stereo not given)	-8%	-2%	1.8%	2%	6%
Cc1onc(-c2ccccc2)c1C(=O)N1CCN(c2ncccn2)CC1	-1%	1%	0.8%	3%	0%
Cc1ccccc1S(=O)(=O)NNC(=O)C(=O)NNc1ccccn1	-7%	74µM*	2.6%	-5%	4%
O=C(COC(=O)CC12CC3CC(CC(C3)C1)C2)Nc1ncc(Cl)cc1Cl	?	-9%	0.8%	?	0%
COc1ccc(S(=O)(=O)N2CCCC2)cc1C(=O)O	-14%	6%	0.5%	3%	4%
CCOC(=O)CC1C(=O)NCCN1C(=O)c1ccc(Cl)c(Cl)c1 (stereo not given)	-9%	9%	0.0%	1%	-8%
COc1ccc(NC(=O)N(C)C[C@H]2Oc3c(NC(=O)C4CC4)cccc3C(=O)N([C@H](C)CO)C[C@@H]2C)cc1	6%	/	i	-2%	-15%
COc1ccc(N2CCN(CCCNC(=O)CC3Oc4ccc(C)cc4NC3=O)CC2)cc1 (stereo not given)	-19%	11%	0.5%	-6%	24%
Cc1ccc(C)c2[nH]c(=O)c(CN(Cc3cccnc3)C(=S)NCc3ccco3)cc12	32%	30%	8.6%	-5%	6%
COc1cc(SC)ccc1C(=O)NCCN1CCOCC1	-13%	0%	1.1%	5%	-5%
Cc1ccc(S(=O)(=O)NC2CCCCCC2)cc1C(N)=O	1%	-6%	0.8%	3%	-3%
O=C1CC(Sc2nnnn2C2CCCCC2)C(=O)N1c1ccccc1 (stereo not given)	23%	-14%	1.3%	-1%	2%
COc1cccc(CN(C)CC(=O)Nc2ccccc2N2CCOCC2)c1OC	15%	4%	3.5%	5%	1%
Cc1ccc(S(=O)(=O)N2CCN(C(=O)C3CSC4(C)CCC(=O)N34)CC2)cc1C (stereo not given)	-10%	0%	1.4%	-2%	-6%
COc1ccc(C(=O)N2N=C3CC(C)(C)OCC3C2c2ccccc2)cc1 (stereo not given)	-12%	-2%	i	4%	-3%
CC(C)[C@H](NC(=O)N1CCn2c1nc1ccccc12)C(=O)NC1CC1	1%	0%	i	11%	2%
O=C1CC(NS(=O)(=O)c2ccc3ccccc3c2)CN1c1ccccc1 (stereo not given)	25%	1%	3.7%	-1%	1%
COc1ccc(C(C)(C)C)cc1NC(=O)COC(=O)c1ccc([N+](=O)[O-])o1	?	-5%	0.6%	?	12%
Cc1c(C(=O)NC2CCCCC2C)oc2ccccc12 (stereo not given)	29%	-12%	0.1%	3%	-10%
CCn1c(SCC(=O)Nc2ccc(N(C)C)cc2)nnc1C1CC1	-3%	1%	0.8%	-3%	4%
CC(C)c1cccc(C(C)C)c1NC(=O)CNCc1ccccc1F	29%	6%	i	15%	5%
CCN=C1SC(C(=O)Nc2ccc(OCC)cc2)CC(=O)N1CC (stereo not given)	-18%	2%	i	-3%	/
CCOC(=O)N1CCN(C2CC(=O)N(c3ccc(C)cc3)C2=O)CC1 (stereo not given)	26%	2%	0.5%	-1%	-3%
CCCCCCn1c(=O)c(Cc2ccccc2)c(O)c2ccccc21	-14%	-2%	0.7%	0%	9%	inhibitors of VEEV 10K pilot screen=2.0

Random excerpt: two records from the list, in no set order.
SMILES	tuberculosis growth	PhoP GFP inhibition	inhibitors of VEEV	M. tuberculosis HTS	H1N1 NS1A inhibition	others
CC(C)c1cccc(C(C)C)c1NC(=O)CNCc1ccccc1F	29%	6%	i	15%	5%
COc1cccc(CN(C)CC(=O)Nc2ccccc2N2CCOCC2)c1OC	15%	4%	3.5%	5%	1%

(listing goes on)
SMILES	tuberculosis growth	PhoP GFP inhibition	inhibitors of VEEV	M. tuberculosis HTS	H1N1 NS1A inhibition	others
Nc1nc(SCC(=O)NCc2ccccc2)n[nH]1	2%	4%	0.2%	2%	-15%
C[C@H]1CN([C@@H](C)CO)C(=O)c2cc(NC(=O)C3CCCCC3)ccc2O[C@H]1CN(C)CC1CCCCC1	/	/	0.2%	-9%	-4%
CC(C)(C)CC(C)(C)NC(=O)c1ccccc1	62%	4%	i	-5%	-9%
COc1ccc(/C=N/Nc2nc3ccccc3o2)cc1OC	8%	-1%	0.8%	7%	-1%
CC1CC(C)CN(C(=O)c2cccc(NC(=O)CC3SC(N4CCCCC4)=NC3=O)c2)C1 (stereo not given)	-1%	/	1.2%	2%	-1%
NC(=O)[C@@H]1CC2(CC(c3cccc(NC(=O)[C@H]4CCC(=O)N4)c3)=NO2)CN1C(=O)c1ccc(Cl)cc1 (stereo not given in full)	2%	1%	0.5%	-5%	11%
CC(C)Cc1ccc(CN2CCCC(NC(=O)CCn3cnnn3)C2)cc1 (stereo not given)	0%	-1%	0.5%	-2%	-2%
COc1ccc(OC)c(N=C(N)N=C(N)N)c1	18%	2%	i	-1%	-2%
CC1CCN(C(=O)CSc2nnc(-c3ccccc3F)o2)CC1	?	-1%	2.3%	4%	-9%
COc1ccc(C(=O)Nc2ccc(C)c(S(=O)(=O)N3CCCCCC3)c2)cc1	22%	-4%	3.9%	-4%	5%
CCC(=O)Nc1cc(C(=O)OCC(=O)c2ccc(Cl)cc2Cl)ccc1C	-7%	2%	i	-6%	-6%
CNS(=O)(=O)c1cccc(C(=O)NCC(c2cccs2)N2CCOCC2)c1 (stereo not given)	1%	-3%	1.0%	-5%	-12%
CC1CCc2c(sc(NC(=O)C(=O)NCc3ccco3)c2C#N)C1 (stereo not given)	22%	-11%	1.9%	4%	3%
Cc1noc(NS(=O)(=O)c2ccc(N/C=C/C(=O)c3ccccc3)cc2)c1C	64%	5%	2.8%	10%	4%
CN(C)Cc1c(O)ccc2c(=O)c(-c3ccccc3Cl)coc12	3%	3%	0.3%	0%	-7%
O=C(CCC(=O)N(CC(=O)NC1CCCCC1)Cc1cccs1)Nc1nccs1	-16%	15%	4.6%	-4%	1%
Cc1nn(-c2ccccc2)c(C)c1C(=O)OCC(=O)Nc1ccccc1F	18%	/	0.8%	-5%	-8%
N=c1c(C(=O)NCc2ccc(F)cc2)cc2c(=O)n3ccccc3nc2n1Cc1cccnc1	9%	0%	2.0%	-4%	2%
CS(=O)(=O)N(CC(=O)Nc1cccc([N+](=O)[O-])c1)c1ccccc1	-6%	-10%	0.8%	3%	12%
C#CCn1c(-c2cccs2)nc2ccccc21	-2%	-24%	i	11%	6%
COc1ccc(C2=CC(=O)C[C@H](c3ccc(OC)cc3)C2)cc1	64%	/	2.9%	?	7%
Cc1ccc(C(=O)OCC(=O)c2c(N)n(C)c(=O)n(C)c2=O)cc1S(=O)(=O)N1CCOCC1	7%	/	0.6%	-6%	4%
Cc1cc(C)n(-c2nnc(C)n2/N=C/c2ccc(O)cc2)n1	-9%	15%	0.5%	-2%	-1%
COc1ccc(CN(CC2CCCO2)C(=O)CN2C(=O)COc3ccccc32)cc1OC (stereo not given)	0%	-7%	7.1%	7%	6%
CCC(C)c1ccc(C2C3=C(Nc4nc(N)[nH]c(=O)c42)c2ccccc2C3=O)cc1 (stereo not given)	15%	5%	0.7%	2%	17%
O=C(CCCCCNC(=O)c1ccccc1)N/N=C/c1ccco1	-25%	-4%	i	7%	-7%
O=C(CCNC(=O)C1CCN(S(=O)(=O)c2ccc(F)cc2)CC1)NC1CC1	-1%	-6%	2.0%	4%	8%
CC(C)N(C(=O)[C@H]1CC(CC(=O)NCCCn2ccnc2)C(=O)N2CCc3c([nH]c4ccccc34)[C@]12C)C(C)C (stereo not given in full)	27%	/	i	5%	-9%
CSc1cc(-c2ccc(Cl)cc2)c(C(=O)NN)s1	21%	6%	i	-2%	-27%
Cc1nn(C(C)C(=O)Nc2sc3c(c2C#N)CCCC3)c(C)c1[N+](=O)[O-] (stereo not given)	11%	2%	1.4%	2%	12%
CCCc1cc(=O)[nH]c(SCC(=O)Nc2ccc(OC)c(S(=O)(=O)N3CCCCC3)c2)n1	6%	/	1.9%	-7%	-9%
COC(/C(C)=C/C=C/C(C)=C/c1coc(C)n1)C(C)C1CC(O)C2(C)OC2C=CC(C)C2CC(CC(=O)O2)CC2OC2C(=O)O1 (stereo not given)	/	/	10%	/	2%
CCC(COC)NC(=O)CCc1nnc(Cc2c[nH]c3ccccc23)o1 (stereo not given)	12%	8%	1.9%	-5%	-2%
CCOc1ccc(CCNC(=O)c2c(C)noc2C)cc1OCC	2%	0%	0.8%	-1%	-1%
Cc1nnc(SCC(=O)NC2CCS(=O)(=O)C2)n1-c1ccccc1 (stereo not given)	-5%	6%	1.5%	1%	-3%
COC(=O)COc1ccc2oc(=O)cc(-c3cc4cccc(OC)c4o3)c2c1	15%	-2%	i	2%	-5%

In the list so far, these contain a furan ring, fused or not:
SMILES	tuberculosis growth	PhoP GFP inhibition	inhibitors of VEEV	M. tuberculosis HTS	H1N1 NS1A inhibition	others
Cc1ccc(C)c2[nH]c(=O)c(CN(Cc3cccnc3)C(=S)NCc3ccco3)cc12	32%	30%	8.6%	-5%	6%
COc1ccc(C(C)(C)C)cc1NC(=O)COC(=O)c1ccc([N+](=O)[O-])o1	?	-5%	0.6%	?	12%
Cc1c(C(=O)NC2CCCCC2C)oc2ccccc12 (stereo not given)	29%	-12%	0.1%	3%	-10%
CC1CCc2c(sc(NC(=O)C(=O)NCc3ccco3)c2C#N)C1 (stereo not given)	22%	-11%	1.9%	4%	3%
O=C(CCCCCNC(=O)c1ccccc1)N/N=C/c1ccco1	-25%	-4%	i	7%	-7%
COC(=O)COc1ccc2oc(=O)cc(-c3cc4cccc(OC)c4o3)c2c1	15%	-2%	i	2%	-5%

(more compounds)
SMILES	tuberculosis growth	PhoP GFP inhibition	inhibitors of VEEV	M. tuberculosis HTS	H1N1 NS1A inhibition	others
COc1ccc(NC(=O)CN2C(=O)NC3(CC(C)CC(C)(C)C3)C2=O)cc1S(=O)(=O)N1CCCCC1 (stereo not given)	15%	4%	4.9%	12%	-8%
Cc1nccn1CCCN1C(=O)CNC1=S	-5%	-10%	0.3%	1%	11%
O=C(COC(=O)c1ccc2c(c1)OCO2)Nc1nc(-c2ccccc2)cs1	8%	-2%	0.0%	17%	-13%
O=S(=O)(Nc1cc(S(=O)(=O)N2CCOCC2)ccc1N1CCCC1)c1cccs1	15%	-4%	0.9%	1%	-3%
COC(Cc1n[nH]c(=S)n1-c1ccc(Cl)cc1)OC	0%	-3%	2.1%	-21%	2%
COc1ccc(C(C)(C)C)cc1NC(=O)CCc1c(C)noc1C	-4%	/	0.1%	2%	-23%
C/C(=N\Nc1cccc(Cl)c1)c1ccc(-n2ccnc2)cc1	33%	-8%	0.7%	1%	5%
CCCn1c(CNC(=O)c2ccccc2)nc2ccccc21	1%	0%	4.5%	-5%	-3%
CCSC(=Nc1ccccc1)N1CCOCC1	-8%	-1%	1.2%	-5%	/
CCCCCC#CCC#CCC#CCC#CCCCC(=O)O	?	3%	/	?	/
CC[C@H](C)[C@H]1CNC(=S)N1CC1CCN(CC2CCC(C)CC2)CC1 (stereo not given in full)	/	/	i	/	2%
CCOc1ccc(C(=O)CCN2CCCCC2)cc1	?	-21%	1.0%	43%	-24%
Cn1c(=O)c2c(=O)cc(NNC(=O)C(C)(C)C)[nH]c2n(C)c1=O	-2%	-3%	i	2%	1%
Cc1ccc(N(CCC(=O)O)S(=O)(=O)c2cccc(C(F)(F)F)c2)cc1	-9%	6%	0.3%	-2%	-2%
COc1cccc(-c2nc(-c3ccc(NC(=O)c4cccs4)cc3)no2)c1	16%	2%	2.8%	-6%	5%
Cc1cccc(OCc2nnc(SC(C)C(=O)Nc3ccc(N4CCOCC4)cc3)o2)c1 (stereo not given)	2%	/	0.1%	-1%	1%
CCOC(=O)C(Cc1ccc(N)cc1)N1C(=O)c2ccccc2C1=O (stereo not given)	-9%	-1%	0.2%	3%	-4%
